M4 PAM: CHRM4 positive allosteric modulation | P08173 | CHO-K1 hM4/Gqi5, Fluo-8 calcium fluorescence, ACh EC20; 0% = ACh EC20, 100% = maximal ACh | AID 624126 | activation, % at 3 µM | 0.4% of 360,000 active;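 active = activation above its plate's cutoff, the mean activation of sample wells plus 3 SD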; also: some results filed as inactive read as strong as hits
Target sequence (P08173 whole entry, looked up): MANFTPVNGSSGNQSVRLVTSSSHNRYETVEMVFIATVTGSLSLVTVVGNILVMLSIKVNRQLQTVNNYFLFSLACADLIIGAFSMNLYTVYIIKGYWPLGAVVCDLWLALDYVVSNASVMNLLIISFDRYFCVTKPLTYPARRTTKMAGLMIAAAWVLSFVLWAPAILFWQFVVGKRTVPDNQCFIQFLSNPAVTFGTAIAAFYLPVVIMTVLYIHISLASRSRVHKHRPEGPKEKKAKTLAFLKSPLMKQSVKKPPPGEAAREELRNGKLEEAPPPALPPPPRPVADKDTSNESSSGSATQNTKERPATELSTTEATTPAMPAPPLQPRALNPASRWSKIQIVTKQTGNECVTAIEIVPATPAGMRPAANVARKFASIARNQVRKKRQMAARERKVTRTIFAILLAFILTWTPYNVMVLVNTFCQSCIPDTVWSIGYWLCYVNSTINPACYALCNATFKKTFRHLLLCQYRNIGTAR
CHO-K1 Ca antag: M1 antagonist counterscreen hit in parental CHO-K1 cells. inhibition, % at 3 µM. 0.6% of 360,000 active. ATP-induced calcium, Fluo-8 fluorescence;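 active = inhibition above a per-plate cutoff, the plate's mean sample inhibition plus 3 SD, cut at about 24% in these data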;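 also: 0% = DMSO plus EC80 ATP and 100% = DMSO alone without ATP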
M5 PAM: positive allosteric modulators of human muscarinic M5 receptor. P08912. CHO-K1 hM5, Fluo-8 calcium, ACh EC20 PAM; 0% = ACh EC20, 100% = ACh EC100. activation, % at 3 µM. 0.3% of 360,000 active;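 active = activation above the run cutoff, the mean activation of all test compounds plus 3 SD, cut at about 18% in these data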
Target sequence (P08912 whole entry, looked up): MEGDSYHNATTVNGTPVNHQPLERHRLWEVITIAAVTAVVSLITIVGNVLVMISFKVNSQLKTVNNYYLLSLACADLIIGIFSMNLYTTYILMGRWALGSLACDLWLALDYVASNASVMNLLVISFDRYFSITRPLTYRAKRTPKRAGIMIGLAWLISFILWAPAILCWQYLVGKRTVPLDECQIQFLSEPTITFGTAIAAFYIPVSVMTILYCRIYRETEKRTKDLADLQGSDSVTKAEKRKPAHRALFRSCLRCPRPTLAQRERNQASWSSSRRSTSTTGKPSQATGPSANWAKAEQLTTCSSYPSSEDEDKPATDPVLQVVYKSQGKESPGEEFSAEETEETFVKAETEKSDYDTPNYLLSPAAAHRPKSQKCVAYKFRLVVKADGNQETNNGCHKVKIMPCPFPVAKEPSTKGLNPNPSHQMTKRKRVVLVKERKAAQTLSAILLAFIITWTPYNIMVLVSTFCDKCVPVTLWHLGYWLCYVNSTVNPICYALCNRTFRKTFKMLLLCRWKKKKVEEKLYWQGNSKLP
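System – CHO-K1 hM5 cells · Compound – 3 µM, single dose · Incubation – compound preincubation 140 s before EC20 acetylcholine addition · Technique – Fluo-8 calcium fluorescence · Measure – Max/basal fluorescence ratio as % of EC20–EC100 ACh window · Benchmarks – low control EC20 acetylcholine (0%), high control EC100 acetylcholine (100%) · Replication – singlicate, one well per test compound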
CHO-K1 Ca PAM: counter-screen for M1 PAMs: effect in parental CHO-K1 cells; ATP EC20, Fluo-8 calcium fluorescence; 0% at ATP EC20, 100% at ATP max; activation, % at 3 µM; 0.02% of 360,000 active;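 active = activation above the run cutoff, the mean activation of all test compounds plus 3 SD, cut at about 40% in these data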;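 also: peak over basal fluorescence ratio in a 140 s read after ATP addition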
CHO-K1 Ca ag: counter-screen for M1 agonists: effect in parental CHO-K1 cells; Fluo-8 calcium fluorescence; scaled to maximal ATP response, vehicle zero; activation, % at 3 µM; 0.48% of 360,000 active; AID 602248; in the data active = activation above about 15%;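 also: untransfected CHO-K1 host cells lacking M1 receptor as counterscreen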
M5 antag: CHRM5 antagonism in calcium assay | CHO-hM5 cells, Fluo-8 calcium fluorescence, ACh EC80 | inhibition, % at 3 µM | 0.59% of 360,000 active | AID 624040;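 active = inhibition above a per-plate cutoff, the mean of that plate's test compounds plus 3 SD, cut at about 27% in these data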;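 also: 0% = acetylcholine EC80 with DMSO and 100% = DMSO without agonist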
CHRM4 agonist: agonists of human muscarinic M4 receptor (CHRM4) | 0.14% of 360,000 active | CHO-K1 hM4/Gqi5, Fluo-8 calcium fluorescence; vehicle 0%, full acetylcholine response 100% | activation, % at 3 µM | P08173 | AID 624127;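 active = activation above the run mean over all test wells plus 3 SD, cut at about 32% in these data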;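 also: peak over basal fluorescence ratio per well then scaled between controls; 0% = DMSO wells and 100% = acetylcholine at EC100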
M4 antag: antagonists of human muscarinic M4 receptor (CHRM4); P08173; CHO-hM4 cells, ACh EC80, Fluo-8 calcium fluorescence; inhibition, % at 3 µM; 0.73% of 360,000 active; AID 624125;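 active = inhibition above its plate's cutoff, the mean inhibition of sample wells plus 3 SD, cut at about 27% in these data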;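 also: 0% = acetylcholine EC80 with DMSO and 100% = DMSO without agonist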
CHRM5 agonist: agonists of human muscarinic M5 receptor (CHRM5); AID 624037; 0.19% of 360,000 active; CHO-K1 hM5 cells, Fluo-8 calcium fluorescence; 0% DMSO wells, 100% maximal acetylcholine response; activation, % at 3 µM;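 active = activation above the run's mean over test compounds plus 3 SD, cut at about 23% in these data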;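 also: signal is peak over basal fluorescence ratio across the kinetic read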
* = called active by the depositor.

SMILES | M4 PAM | CHO-K1 Ca antag | M5 PAM | CHO-K1 Ca PAM | CHO-K1 Ca ag | M5 antag | CHRM4 agonist | M4 antag | CHRM5 agonist
Cc1cccc(N(CC(O)CN2CCCC2)S(=O)(=O)c2ccccc2)c1 (centres undefined) | -1 | -17 | 2 | -9 | 0.3 | -12 | 1 | -8 | -3
O=C(CCSCc1ccc(Cl)cc1)NCc1cccnc1 | 1 | -10 | 3 | 16 | 3.5 | 8 | 11 | -1 | 4
Cn1c(=O)n(C)c2cc(NS(=O)(=O)c3ccccc3)ccc21 | 14 | -5 | -2 | -3 | 1.5 | -7 | 4 | 11 | -2
CN1CCN(C(c2cccc(Cl)c2)c2ccccc2Cl)CC1 (centres undefined) | -16 | -5 | -18 | 20 | 1.8 | 87* | 3 | 64* | -4
Cc1ccc(S(=O)(=O)N(C)C[C@@H]2OCc3cn(nn3)CCCC(=O)N([C@H](C)CO)C[C@H]2C)cc1 | 1 | 9 | 2 | 13 | 0.7 | 4 | 0 | -1 | 1
COc1ccc(C(=O)CSc2n[nH]c(-c3ccco3)n2)cc1 | 4 | -9 | 2 | 14 | 0.4 | -3 | -1 | 0 | 1
O=C(OCN1C(=O)c2ccccc2C1=O)c1cccnc1SC(F)F | -1 | -15 | 5 | -11 | 0.3 | 0 | 0 | 5 | 0
O=C(CCC(=O)c1cccs1)NCc1ccccc1Cl | 3 | -11 | -2 | 17 | 2.4 | 10 | 2 | -8 | 7
CCCCCOC(=O)CSc1nnc(-c2cc(OC)c(OC)c(OC)c2)o1 | -4 | -10 | -4 | 16 | 2.3 | 4 | 1 | 9 | -1
COc1cccc(C2/C(=C(\O)c3ccc4c(c3)OCCO4)C(=O)C(=O)N2CCCn2ccnc2)c1 (centres undefined) | 0 | -4 | -5 | 10 | 0.1 | 16 | 0 | 2 | -6
CCOC(=O)Nc1nnc(-c2ccc(OC)cc2)s1 | 3 | -12 | -3 | -7 | 2.6 | 2 | 6 | -2 | 5
O=C(CN1CCN(Cc2ccccc2)CC1)Nc1cccc(S(=O)(=O)N2CCCCCC2)c1 | -7 | -1 | -3 | 10 | 1.8 | 2 | 4 | -5 | -6
Cc1cc(C)nc(NS(=O)(=O)c2ccc(NC(=O)C(C)C)cc2)n1 | -12 | 3 | 4 | 4 | 0.6 | 6 | -3 | 62* | 3
CCOC(=O)N1CCc2c(sc3c2c(=O)n(Cc2ccccc2)c(=O)n3Cc2ccc(C)cc2)C1 | 3 | -3 | -1 | 20 | 0.4 | -1 | -1 | -5 | 2
CCN1CCc2c(sc(NC(=O)C3COc4ccccc4O3)c2C(N)=O)C1 (centres undefined) | 2 | -6 | -5 | 25 | 5.0 | 8 | 5 | -2 | -1
Cc1ccc2c(c1)N(C(=O)CCC(=O)NCc1ccccn1)CC(C)O2 (centres undefined) | -3 | -10 | -3 | 9 | 0.3 | 0 | 1 | -6 | 2
COc1ccc(C(=O)c2cc(OC)c(OC)c(OC)c2)cc1OC | 5 | -10 | 9 | 9 | 1.7 | 7 | 1 | -12 | -2
CCN(CC)S(=O)(=O)c1cc(OCC(N)=O)c(C)cc1Cl | 10 | -5 | -5 | 4 | 0.2 | -1 | 2 | -14 | -1
O=C(NCc1ccccn1)c1cccc(S(=O)(=O)NCc2ccccc2)c1 | 6 | -5 | -4 | 4 | 0.4 | 1 | 1 | -8 | -6
CCOc1ccc(S(=O)(=O)c2c(C(=O)c3ccccc3)cnc3cc4c(cc23)OCCO4)cc1 | 0 | -10 | -2 | 27 | 1.2 | -5 | 2 | -9 | -2
Cc1cc(N2CCOCC2)nc2ccccc12 | 8 | -9 | 5 | 14 | -0.5 | -3 | 0 | 4 | -3
O=C(N/N=C1\CCc2ccccc21)c1ccc(O)cc1 | 1 | 1 | 6 | 12 | 0.3 | 16 | 0 | -5 | 2
COCCNC(=O)c1ccc2c3n(nc2c1)-c1ccccc1CO3 | 6 | -5 | 1 | 14 | 0.6 | 14 | 1 | -1 | 2
O=C(O)c1cc(-c2ccccc2)n[nH]1 | 13 | -10 | 0 | -3 | -0.4 | 6 | 1 | -22 | 4
O=C(NCc1cccc2ccccc12)Nc1ccccc1 | -1 | 4 | -5 | 2 | 0.5 | 6 | 1 | -3 | -5

Reprinted from the entries so far, 10 compounds:
SMILES | M4 PAM | CHO-K1 Ca antag | M5 PAM | CHO-K1 Ca PAM | CHO-K1 Ca ag | M5 antag | CHRM4 agonist | M4 antag | CHRM5 agonist
Cc1ccc2c(c1)N(C(=O)CCC(=O)NCc1ccccn1)CC(C)O2 (centres undefined) | -3 | -10 | -3 | 9 | 0.3 | 0 | 1 | -6 | 2
COc1ccc(C(=O)c2cc(OC)c(OC)c(OC)c2)cc1OC | 5 | -10 | 9 | 9 | 1.7 | 7 | 1 | -12 | -2
CCN(CC)S(=O)(=O)c1cc(OCC(N)=O)c(C)cc1Cl | 10 | -5 | -5 | 4 | 0.2 | -1 | 2 | -14 | -1
O=C(NCc1ccccn1)c1cccc(S(=O)(=O)NCc2ccccc2)c1 | 6 | -5 | -4 | 4 | 0.4 | 1 | 1 | -8 | -6
CCOc1ccc(S(=O)(=O)c2c(C(=O)c3ccccc3)cnc3cc4c(cc23)OCCO4)cc1 | 0 | -10 | -2 | 27 | 1.2 | -5 | 2 | -9 | -2
Cc1cc(N2CCOCC2)nc2ccccc12 | 8 | -9 | 5 | 14 | -0.5 | -3 | 0 | 4 | -3
O=C(N/N=C1\CCc2ccccc21)c1ccc(O)cc1 | 1 | 1 | 6 | 12 | 0.3 | 16 | 0 | -5 | 2
COCCNC(=O)c1ccc2c3n(nc2c1)-c1ccccc1CO3 | 6 | -5 | 1 | 14 | 0.6 | 14 | 1 | -1 | 2
O=C(O)c1cc(-c2ccccc2)n[nH]1 | 13 | -10 | 0 | -3 | -0.4 | 6 | 1 | -22 | 4
O=C(NCc1cccc2ccccc12)Nc1ccccc1 | -1 | 4 | -5 | 2 | 0.5 | 6 | 1 | -3 | -5

Compound profiles, as listed above. Order of screens: M4 PAM, CHO-K1 Ca antag, M5 PAM, CHO-K1 Ca PAM, CHO-K1 Ca ag, M5 antag, CHRM4 agonist, M4 antag, CHRM5 agonist
Record of `CN1CCN(C(c2cccc(Cl)c2)c2ccccc2Cl)CC1` (centres undefined) : -16, -5, -18, 20, 1.8, 87*, 3, 64*, -4
Record of `COc1ccc(C(=O)CSc2n[nH]c(-c3ccco3)n2)cc1` : 4, -9, 2, 14, 0.4, -3, -1, 0, 1

(continued)
SMILES | M4 PAM | CHO-K1 Ca antag | M5 PAM | CHO-K1 Ca PAM | CHO-K1 Ca ag | M5 antag | CHRM4 agonist | M4 antag | CHRM5 agonist
CC(C)Oc1ccc(S(=O)(=O)N2CCOCC2)cc1NC(=O)C1COc2ccccc2O1 (centres undefined) | -5 | -9 | -39 | 3 | 4.4 | 16 | 17 | -7 | -2
COc1ccccc1CNN | 3 | -8 | -1 | 16 | 0.4 | 12 | 1 | 4 | -1
CC(C)[C@H](NC(=O)Nc1ccc(S(N)(=O)=O)cc1)C(=O)O | 1 | -4 | -3 | 9 | 0.1 | 5 | 0 | -6 | -2
COc1ccc(C2C3=C(COC3=O)Oc3cc4c(cc32)OCO4)cc1OC (centres undefined) | 12 | -14 | 0 | 8 | 0.1 | -1 | 1 | -13 | -2
CNC[C@@H]1Oc2cc(Br)ccc2S(=O)(=O)N([C@H](C)CO)C[C@H]1C | -5 | 6 | -5 | 0 | 0.3 | 5 | 1 | 2 | 2
CC1CCCN(c2nc3ccccc3nc2C(C#N)S(=O)(=O)c2cccs2)C1 (centres undefined) | -7 | -9 | -4 | 13 | 2.0 | -7 | 4 | -3 | 0
O=C(NCCO)c1nc(C(=O)c2ccccc2)c2ccccc2n1 | -2 | -1 | -10 | 4 | 0.2 | 13 | -1 | 1 | 5
CC(C)C[C@H]1CNC(=O)C(=O)N1C[C@@H]1CCCN1C[C@H](CC(C)C)N1C[C@H](Cc2ccccc2)N(CCc2ccccc2)C(=O)C1=O | 4 | -4 | 2 | 10 | -0.5 | 2 | 0 | 1 | 1
CCOC(=O)C1=C(C)N=C(/N=C/N(C)C)SC1c1ccccc1 (centres undefined) | -4 | -11 | 1 | 23 | 4.0 | 0 | 3 | 4 | -2
Cc1cnc(CNC(=O)CC2C(=O)NCCN2Cc2cccc(F)c2F)cn1 (centres undefined) | -9 | -7 | -11 | -11 | 4.5 | 11 | 13 | 11 | 0
O=S(=O)(Nc1ccc(S(=O)(=O)Nc2ncccn2)cc1)c1ccccc1 | 3 | -4 | -2 | -2 | 0.1 | 10 | 1 | -3 | -3
O=C(O)c1cc(S(=O)(=O)O)ccc1O | 14 | -1 | -1 | 25 | 1.4 | -3 | 0 | -11 | 0
O=C(c1ccccc1-c1ccccc1)N1CCCC1 | 2 | -1 | 3 | 10 | 0.1 | 6 | 0 | 2 | -5
NS(=O)(=O)c1ccc(NC(=O)Nc2cccc3ccccc23)cc1 | 10 | -3 | -1 | 5 | 1.9 | 6 | 1 | -1 | -1
CCOC(=O)c1ccc(-c2c(-c3ccccc3OC)oc3ccccc23)cc1F | 4 | 0 | -12 | 0 | -0.4 | 23 | 0 | -11 | -1
CCOc1ccc(-c2nc(N)nc(C)c2-c2ccc(Cl)cc2)c(O)c1 | 7 | -17 | 5 | 13 | 0.6 | 1 | 1 | -11 | -3
CCN(CC)CCN(C(=O)c1ccc(S(=O)(=O)N(C)C2CCCCC2)cc1)c1nc2c(C)cccc2s1 | -2 | -8 | -7 | 21 | 2.0 | 3 | 1 | -1 | -6
Cc1cc(NC(=O)c2cc(-c3ccc4c(c3)OCO4)on2)n(-c2ccccc2)n1 | 2 | -4 | 2 | 12 | -0.5 | 3 | -1 | -11 | 1
Nc1ccc(C(=O)c2ccc3c(c2)OCCO3)cc1N | -14 | -16 | -17 | 4 | 1.7 | 2 | 7 | 9 | -5
CC(Cl)C(=O)NNc1cccc(Cl)n1 (centres undefined) | 18 | 4 | 6 | -7 | 0.1 | -10 | 1 | 12 | -1
O=C(Nc1cc(C(F)(F)F)ccc1N1CCOCC1)C1CCCO1 (centres undefined) | 9 | -11 | -1 | 17 | 0.7 | -1 | 1 | -12 | 4
COc1cccc(CN2CC(C(=O)NCCN3CCOCC3)CCC2=O)c1 (centres undefined) | 13 | -11 | 6 | 10 | 1.9 | -9 | 2 | -4 | -4
COC(=O)C(Cc1ccc(O)cc1)NC(=O)CCC(=O)Nc1ccc(S(N)(=O)=O)cc1 (centres undefined) | 2 | -2 | -7 | 7 | 0.1 | -8 | 1 | -6 | -2
CCCC(=O)Nc1cc(=O)n(C)c(=O)n1C | 7 | 6 | 1 | 3 | 0.6 | 1 | 1 | -6 | 1
COCCn1c(SCC(=O)N2CCc3ccccc3C2)nc2ccccc2c1=O | -4 | 4 | -4 | -3 | 2.1 | 5 | 4 | 4 | 1
CCC(C)NCC(O)(c1ccc(Cl)cc1)c1ccc(Cl)cc1 (centres undefined) | 6 | -3 | -1 | 15 | 11 | 3 | 4 | -6 | -5
N#C/C(=C\c1cc(Cl)ccc1O)C(=O)NC1CCCCC1 | 4 | -10 | 7 | 16 | 0.1 | -6 | 1 | -8 | 0
O=C(CSc1ccccn1)N1CCOCC1 | -1 | 4 | 1 | 10 | 0.1 | 4 | 0 | 1 | -1

Screening results as filed in PubChem BioAssay.
